RMI FANCM FP: blocks RMI1/RMI2 complex binding to FANCM MM2 peptide; 70,000 tested, 0.58% active; AID 1159607; FP signal (polarization) at 33 µM; Fluorescence polarization, RMI core complex with F-MM2 peptide; active compounds read low; in the data active = FP signal below about 40; also: inactives centre near 61; strong numbers were not always called active; unit not given here
* = called active by the depositor; & = joins results of further samples. A portion of the library, so the mix of outcomes need not match the whole.

Start of the listing, in advance:
RMI FANCM FP	canonical_smiles
71	O=S(=O)(Cc1nc(-c2ccccc2)no1)c1ccc(F)cc1
47	O=c1/c(=C/c2ccc(F)cc2F)sc2nc3ccccc3n12
57	COC(=O)C(C)Sc1ncnc2sc(C)c(C)c12 (stereo not given)
69	Cc1ccc(-c2csc(N/N=C\c3ccc(F)cc3)n2)cc1
56	CCOc1ccc(N2CCn3c(SCC(=O)Nc4nnc(C)s4)nnc32)cc1

The list itself, from the first entry:
RMI FANCM FP	canonical_smiles
71	O=S(=O)(Cc1nc(-c2ccccc2)no1)c1ccc(F)cc1
47	O=c1/c(=C/c2ccc(F)cc2F)sc2nc3ccccc3n12
57	COC(=O)C(C)Sc1ncnc2sc(C)c(C)c12 (stereo not given)
69	Cc1ccc(-c2csc(N/N=C\c3ccc(F)cc3)n2)cc1
56	CCOc1ccc(N2CCn3c(SCC(=O)Nc4nnc(C)s4)nnc32)cc1
54	Cc1n[nH]c(C)c1Sc1ccc(C(F)(F)F)cn1
64	O=C(Nc1nccs1)C1CCN(c2ccc(-c3ccc(F)cc3)nn2)CC1
68	Cc1cc(NC(=O)c2cnc3scc(C)n3c2=O)no1
61	COC(=O)c1sc(C(F)(F)F)c(-c2ccccc2)c1S(=O)(=O)Nc1ccccc1C
68	O=C(NCCn1nc(-c2cccnc2)ccc1=O)c1ccc(C(F)(F)F)cc1
59	CC1Cc2ccccc2N1C(=O)c1ccc2nccnc2c1 (stereo not given)
65	CCOC(=O)c1c(NC(=O)CSc2nnc(CNC(=O)c3ccccc3F)n2Cc2ccccc2)sc2c1CCC2
59	CC(C)(C)Cc1nnc(C2CCCN(C(=O)c3ccccc3F)C2)o1 (stereo not given)
51	C[Si](C)(C)C(Br)([Si](C)(C)C)[Si](C)(C)C
60	O=C(c1cc([N+](=O)[O-])cc([N+](=O)[O-])c1)N1CCSC1c1ccco1 (stereo not given)
59	COC(=O)c1ccc(NC(=O)C2CCCN2/C=C/C(=O)C(F)(F)F)cc1 (stereo not given)
86	CCN(CC)CCN(C(=O)c1ccc(S(=O)(=O)N(C)Cc2ccccc2)cc1)c1nc2ccc(F)cc2s1
57	Cn1nc(-c2ccc(Cl)cc2)cc1NS(=O)(=O)c1cccc2nonc12
63	Cn1cccc1C(CNS(=O)(=O)Cc1ccc(F)cc1)N1CCc2ccccc2C1 (stereo not given)
71	C=CCSc1nnc(-c2ccccc2NC(=O)c2ccc(S(C)(=O)=O)cc2)o1
62	O=C(NCCOc1cc(N2CCOCC2)ncn1)Nc1ccccc1
68	O=C(CCc1ccccc1)NCCn1ncc2c(N3CCN(Cc4ccccc4)CC3)ncnc21
93	CCCCOC(=O)CCCCCN1C(=O)S/C(=C/c2ccc(OC)cc2)C1=S
65	Cc1cn[nH]c1
59	O=C(O)CCN1CCN(S(=O)(=O)c2ccc(Cl)cc2)CC1
59	CC(=O)NNC(=O)c1cccn(Cc2ccc(F)cc2)c1=O
60	O=C(CCn1c(CO)nc2ccccc21)c1ccccc1
61	Cc1cc(C)cc(OCC(=O)NCCOc2ccc(F)cc2)c1
53	COc1ccc(S(=O)(=O)CCC(=O)Nc2ccc(Cl)c3ncsc23)cc1
56	O=S(=O)(N/N=C\c1ccc(O)cc1O)c1cc(C(F)(F)F)cc(C(F)(F)F)c1
89	Cc1cc2cc(CNC(=O)COc3ccc4ccccc4c3)ccc2n1C
67	O=C(NCCn1nc(-c2cccnc2)ccc1=O)c1ccc(Cl)cc1
65	Cc1ccc(-c2ccnc3c(C(=O)NCc4ccc5c(c4)OCO5)cnn23)cc1C
80	CCOC(=O)c1c(NC(=O)CSc2nnc3scc(-c4ccc(Cl)cc4)n23)sc2c1CCCC2
58	COc1cc(S(=O)(=O)Nc2ccc(Nc3nc(C)cc(N4CCCC4)n3)cc2)c(C)cc1C
63	O=C(Cc1ccc(-n2c(=O)[nH]c3ccsc3c2=O)cc1)N1CCC(N2CCCCC2)CC1
69	CSc1ncccc1C(=O)Nc1ccc2c(c1)N(C(=O)c1ccco1)CC2
80	Cc1ccc(S(=O)(=O)/C(C#N)=C/N2CCN(c3cccc(C(F)(F)F)c3)CC2)cc1
54	COc1ccc(C(=O)NNC(=O)C2C3C=CC(C3)C2C(=O)O)cc1 (stereo not given)
54	N#CCc1ccc(N=Cc2cc(Br)ccc2O)cc1
69	Cc1ccc(-c2csc3ncnc(Oc4ccc(NC(=O)c5cccs5)cc4)c23)cc1
61	Cc1nn(-c2ccccc2)nc1C(=O)NC(=O)N1CC(C)OC(C)C1 (stereo not given)
63	CCOc1ccc(S(=O)(=O)N2CCCC(c3nnc(-c4cccs4)o3)C2)cc1 (stereo not given)
58	CS(=O)(=O)O[C@@H]1C(=O)c2ccccc2O[C@H]1c1ccc(Br)cc1
49	CN(C)c1cc(NNS(=O)(=O)c2cccc(C(F)(F)F)c2)nc(N(C)C)c1C#N

Laid out differently: results already given.
CCOc1ccc(S(=O)(=O)N2CCCC(c3nnc(-c4cccs4)o3)C2)cc1 (stereo not given)
  RMI FANCM FP = 63
CS(=O)(=O)O[C@@H]1C(=O)c2ccccc2O[C@H]1c1ccc(Br)cc1
  RMI FANCM FP = 58

Later entries.
RMI FANCM FP	canonical_smiles
54	COc1ccc(CCNS(=O)(=O)c2ccc(C)cc2)cc1OC
61	CCCS(=O)(=O)N1CCc2ccc(NC(=O)c3cccc4ccccc34)cc2C1
45	O=S(=O)(NCCSCc1ccco1)c1cc(C(F)(F)F)ccc1Cl
56	CCc1nc2c(=O)n(C)c3c(c(=O)n(-c4ccccc4)c(=O)n3-c3ccccc3)c2o1
67	Cc1cc(C(=O)Nc2nnc(-c3ccc4c(c3)OCO4)o2)no1
72	CCn1nccc1C(=O)Nc1nc(-c2cc3cc(OC)ccc3o2)cs1
56	COc1ccc(SCc2nsc(Sc3ccc(OC)cc3)n2)cc1
63	CCC1CCCCN1C(=O)C(=O)c1cn(CC(=O)N2CCCC2)c2ccccc12 (stereo not given)
59	COc1cc(C(=O)Oc2ccc(C=NC34CC5CC(CC(C5)C3)C4)cc2)cc(OC)c1OC
56	COc1ccc2c(c1)CCc1sc(NC(C)=O)nc1-2
54	Nc1[nH]n(-c2ccccc2)c(=O)c1N=Nc1cccc2ccccc12
56	CCOC(=O)CNC(=O)c1ccc(-c2cccc([N+](=O)[O-])c2)o1
70	CN(C)CCN(C(=O)C1CCCCC1)c1nc2cc3c(cc2s1)OCCO3
62	O=C(CSCc1cccc2ccccc12)Nc1ccc(C(F)(F)F)cc1
53	CCOC(=O)c1cc2cc(Cl)ccc2o1
59	COc1coc(C(=O)Nc2ccc(NC(C)=O)cc2)cc1=O
56	CCOc1ccc(C(=O)Nc2nnc(SCC(=O)Nc3nccs3)s2)cc1
62	CCn1ccc(C(=O)Nc2nnc(-c3ccc(S(=O)(=O)N(C)C)cc3)o2)n1
79	CCn1nc(C)cc1C(=O)Nc1nc2c(C)ccc(Cl)c2s1
64	N#C/C(=C\N1CCN(c2cccc(C(F)(F)F)c2)CC1)C(=O)NCc1ccco1
65	CC(=O)Nc1ccc(S(=O)(=O)Nc2ccc3c(c2)N(C)C(=O)C(C)(C)CO3)c(C)c1
80	O=c1[nH]cnc2c1cnn2-c1cccc(Cl)c1
55	COC(=O)c1sccc1NC(=O)CC1C(=O)NCCN1S(=O)(=O)c1ccccc1C#N (stereo not given)
60	CC(=O)N[C@@H](C(N)=S)[C@@H](OC(C)=O)[C@H](OC(C)=O)[C@@H](COC(C)=O)OC(C)=O
62	O=Cc1ccc2nccnc2c1
65	CSc1cccc(-n2nnc(C(=O)OCc3cc(C)ccc3C)c2C)c1
58	O=C(O)c1cccc(Nc2ncnc3c2oc2ccccc23)c1
56	CCc1ccc(NC(=O)c2ccc(F)c(S(=O)(=O)NCC3COc4ccccc4O3)c2)cc1 (stereo not given)
87	O=C(/C=C/c1cccs1)N(Cc1cccnc1)c1nc2cc3c(cc2s1)OCCO3
67	CCn1c(SCC(=O)Nc2ccc(OC)c(OC)c2)nnc1-c1cccn(C)c1=O
59	CC(=O)c1c(C)oc2ccc(N(C(=O)Oc3ccccc3)S(=O)(=O)c3ccc(F)cc3C)cc12
54	Cc1ccc2nc(SCC(=O)N3CCc4ccccc43)nc(=O)n2c1
71	CN(C)c1ccc(CCNC(=O)COc2ccc(F)cc2)cc1
63	O=C(Cc1cc(=O)[nH]c(SCc2ccccc2F)n1)NCCC1=CCCCC1
61	COC(=O)/C=C\C(=O)Nc1ccc(O)c(C(=O)O)c1
76	O=C(NCCc1ccccc1)C(=O)NCC1CCN(C2CCCC2)CC1
63	O=C(COc1ccccc1F)Nc1ccc2c(c1)CN(C(=O)c1ccco1)CC2
59	COc1ccc(S(=O)(=O)N2CCCOC2CNC(=O)C(=O)NCCc2c[nH]c3ccccc23)cc1OC (stereo not given)
55	O=C(NCc1cc(-c2cccs2)on1)C1c2ccccc2Oc2ccccc21
63	Cc1c(C(=S)Nc2ccccc2)cnn1-c1ccccc1
56	CCOC(=O)c1nnn2c1nc(N(CC)CC)c1ccccc12
71	CC(C)c1nc(SCC(=O)O)c2c(=O)n(C)c(=O)n(C)c2n1
76	CN(c1ccccc1)S(=O)(=O)c1ccc(C(=O)N=c2sc3cc([N+](=O)[O-])ccc3n2C)cc1
59	CC(/C=C/c1ccccc1)=N/OC(=O)NC(C)C
80	NC(N)=NC(N)=Nc1ccc(Oc2ccc(Cl)cc2)cc1
68	Cc1cc(C(=O)N(CCN2CCOCC2)c2nc3c(C)ccc(Cl)c3s2)on1
70	O=S(=O)(NCC(c1ccsc1)N1CCCCCC1)c1cc(F)ccc1F (stereo not given)
66	COc1ccc(-c2cc(-c3ccccc3)nc(SCC(=O)Nc3nccs3)c2C#N)cc1
71&56	COc1ccc(NC(=O)NC(=O)C(C)c2ccc(CC(C)C)cc2)cc1 (stereo not given)
64	CCOc1cc(-c2nnc(NC(=O)CCS(=O)(=O)c3ccc(Cl)cc3)o2)cc(OCC)c1OCC
54	Cc1nn(C(=O)c2cccc(Cl)c2)c(C)c1Br
54&55	C[C@]12C=CC(=O)C=C1CC[C@H]1[C@@H]3C[C@@H](O)[C@](O)(C(=O)CO)[C@@]3(C)C[C@H](O)[C@@]12F
172	O=c1c2nccnc2n(Cc2ccc(Cl)cc2)c(=O)n1Cc1ccc(F)cc1
72	CCOc1cccc2cc(C(=O)Nc3nccs3)oc12
61	N#Cc1cccc(NCCN2CCNC2=O)n1
63	CC(=O)Nc1cccc(NC(=O)CSc2nc(CC(=O)Nc3ccc(C)c(F)c3)cs2)c1
72	CC(C)c1cccc2sc(Cl)nc12
60&54	Cc1c(N)c(=O)n(-c2ccccc2)n1C
64	O=C(CCSCCC(=O)NCc1ccco1)NCc1ccco1
55	O=C(Nc1ccc(-c2ccc(N3CCOCC3)nn2)cc1)c1c(F)cccc1Cl

Quoted at random: three compounds from above.
RMI FANCM FP	canonical_smiles
54	N#CCc1ccc(N=Cc2cc(Br)ccc2O)cc1
58	COc1cc(S(=O)(=O)Nc2ccc(Nc3nc(C)cc(N4CCCC4)n3)cc2)c(C)cc1C
71	CN(C)c1ccc(CCNC(=O)COc2ccc(F)cc2)cc1

Going on with the list:
RMI FANCM FP	canonical_smiles
59	CC(=O)Nc1ccc2nc(NC(=O)COc3ccc(Cl)cc3)sc2c1
44	CC(C)[C@@H](CO)Nc1nc(Nc2cccc(Cl)c2)c2ncn(C(C)C)c2n1
71	NC(=Nc1csc(C(F)(F)F)c1-c1ccccc1)N1CCCCC1
59	Cc1cc(-c2nc(COc3ccc([N+](=O)[O-])cc3)no2)no1
61	O=C(Cc1cc(=O)[nH]c(SCc2ccccc2F)n1)N1CCN(c2ncccn2)CC1
66	Cc1nnc(NC(=O)CSc2nc3c(cnn3-c3cccc(Cl)c3)c(=O)[nH]2)s1
69	O=C(CNC(=O)C1CCCCC1)Nc1cc(Cl)cc(Cl)c1
55	COc1cc(C(F)(F)F)nc2ccc(C)c([N+](=O)[O-])c12
53	COc1ccc2[nH]c(C(=O)NCCNc3cccc(C(F)(F)F)n3)cc2c1
50	Cc1ccc(Nc2nc(N3CCN(Cc4ccccc4)CC3)nc3nccnc23)cc1C
76	CC(=O)c1cccc(NC(=O)Cn2nc(-c3ccccc3)c3sc(N4CCCC4)nc3c2=O)c1
119	CCCN1CCCc2cc(CCNC(=O)C(=O)NCc3ccc(OC)cc3)ccc21
52	CS(=O)(=O)c1ccccc1C(=O)Nc1nc(-c2cccc([N+](=O)[O-])c2)cs1
65	COc1cccc(OCC(=O)Nc2ccc3c(c2)CN(C(=O)c2ccccc2)CC3)c1
56	Cc1ccc(CN2C(=O)/C(=C3\SC(=S)N(CC4CCCO4)C3=O)c3ccccc32)cc1 (stereo not given)
64	CCc1cccc2sc(NC(=O)c3cccc(S(=O)(=O)CC)c3)nc12
18*	O=C(c1ccccc1)c1ccc2c3c(cccc13)C(=O)N(c1ccc3c4c(cccc14)CC3)C2=O
54	Cc1cccc(NC(=O)C(=O)NCC(c2ccc3c(c2)CCN3C)N2CCN(C)CC2)c1C (stereo not given)
62	CCn1ccnc1N1CCN(C(=O)c2ccc3c(c2)OCO3)CC1
57	Clc1ccc(C2=NC(c3ccc4c(c3)OCO4)NN2)cc1 (stereo not given)
69	Cc1ccc(Cl)cc1NC(=O)C(=O)NCC(c1ccc2c(c1)CCN2C)N(C)C (stereo not given)
56	CCSc1ccccc1C(=O)NCCS(=O)(=O)N1CCN(c2ccccc2OC)CC1
68	COc1cccc(C(=O)Nc2nnc(-c3cc(C)nn3C)o2)c1OC

Compound activity from PubChem.
